EBV LMP1 NFkB: inhibitors of Epstein-Barr LMP1-induced NF-kappaB reporter. LMP1-induced NF-kappaB luciferase reporter cells, luminescence. inhibition, % at 12.5 µM. 350,000 tested, 0.69% active. AID 504558; in the data active = inhibition above about 41%;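 note: 0% = neutral control wells and 100% = reference inhibitor control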
TRAIL sens C8: sensitizes caspase-8 expressing cells to TRAIL; NB7+C8 cells + TRAIL, ATPlite viability luminescence; inhibition (viability loss, TRAIL sensitization), % at 10 µM; 360,000 tested, 1% active; AID 624354;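 active = compounds causing at least 50% loss of cell viability in the single-dose screen, relative to plate controls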
TLR9-MyD88 block: TLR9-MyD88 interaction inhibition; 340,000 tested, 0.21% active; inhibition, % at 4.98 µM; AID 504734; CHO BLA complementation TLR9-MyD88, CCF4 FRET ratio;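 active = inhibition above the mean over all tested compounds plus 3 SD, cut at about 21% in these data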;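 note: 0% = DMSO only wells and 100% = clavulanate BLA inhibitor control wells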
TWEAK Fn14 block: blocks TWEAK-Fn14 interaction in a reporter cell assay | TWEAK-stimulated Fn14 reporter cells, luciferase luminescence, 8 h | inhibition, % at 10 µM | 360,000 tested, 2% active; in the data active = inhibition above about 50%
TROY NFkB inh: TROY signaling inhibition | Q293 LMP1-TROYcd NF-kB luciferase reporter, 4 h | inhibition, % at 10 µM | 360,000 tested, 0.98% active;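 active = compounds whose plate-normalised and pattern-corrected inhibition of the luciferase reporter signal at the single screening dose is 50% or more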
LRH-1 inv ag: suppresses constitutive activity of human LRH-1; O00482; HEK293T StAR-luciferase reporter, LRH-1 transfected, 24 h; inhibition, % at 3.6 µM; 360,000 tested, 0.13% active;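 active = inhibition above the mean inhibition of all tested compounds plus 3 SD, cut at about 73% in these data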;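 note: 0% = DMSO wells and 100% = reporter-only cells lacking LRH-1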
SRC3 inh: inhibitors of human steroid receptor coactivator 3 (SRC3). Q9Y6Q9. 360,000 tested, 0.17% active. inhibition, % at 3.6 µM. AID 588352. HEK293 GAL4-SRC3 luciferase reporter, luminescence;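 active = inhibition above a per-campaign cutoff, the mean of all compounds plus 3 SD, cut at about 60% in these data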;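 note: 0% = DMSO-treated cells and 100% = gossypol-treated cells at 36 µM; higher means less SRC3-driven luciferase light from the GAL4 reporter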
NCOA2 inhibitor: human SRC2 (NCOA2) inhibition. Q15596. HEK293 GAL4-SRC2 luciferase reporter, luminescence. inhibition, % at 9 µM. 370,000 tested, 0.17% active. AID 651957;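 active = inhibition above the mean inhibition of all tested compounds plus 3 SD, set per campaign, cut at about 52% in these data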;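 note: 0% = DMSO treated cells and 100% = cells given Gossypol at 36 µM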
SRC1 inh: inhibits human SRC1 coactivator. Q15788. HEK293 GAL4-SRC1 luciferase reporter, luminescence. inhibition, % at 3.6 µM. 360,000 tested, 0.12% active. AID 588354;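 active = inhibition above the campaign mean plus 3 SD, with each screening campaign given its own cutoff, cut at about 60% in these data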;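 note: 0% = DMSO treated cells and 100% = gossypol at 36 µM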
COUP-TFII inh: NR2F2 (human) inhibition, primary screen | P24468 | HEK293T NGFI-A luciferase reporter, luminescence | inhibition, % at 8.6 µM | 370,000 tested, 0.7% active | AID 686940;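 active = inhibition above a per-plate cutoff, mean inhibition of test wells between control levels plus 3 SD, cut at about 38% in these data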;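 note: cells cotransfected with COUP-TFII expression vector driving the NGFI-A reporter; 0% = median of COUP-TF2 test wells and 100% = reporter-only cells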
Target sequence (P24468 whole entry, looked up): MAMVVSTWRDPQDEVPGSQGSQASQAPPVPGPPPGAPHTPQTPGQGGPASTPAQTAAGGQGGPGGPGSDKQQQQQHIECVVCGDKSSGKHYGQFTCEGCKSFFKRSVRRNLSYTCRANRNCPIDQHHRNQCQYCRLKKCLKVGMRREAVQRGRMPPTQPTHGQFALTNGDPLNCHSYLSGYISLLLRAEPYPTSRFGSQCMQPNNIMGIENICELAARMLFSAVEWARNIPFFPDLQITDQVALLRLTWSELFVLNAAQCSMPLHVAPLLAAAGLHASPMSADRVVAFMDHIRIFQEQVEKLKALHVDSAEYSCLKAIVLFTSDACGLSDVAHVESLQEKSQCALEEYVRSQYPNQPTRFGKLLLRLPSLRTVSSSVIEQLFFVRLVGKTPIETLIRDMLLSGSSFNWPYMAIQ
NOD2 RIPK2 PPI: inhibitors of human NOD2-RIPK2 interaction. O43353. CHO BLA complementation NOD2-RIPK2, CCF4 ratio. inhibition, % at 4.98 µM. 360,000 tested, 0.38% active. AID 624267; in the data active = inhibition above about 21%;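 note: 0% = vehicle only and 100% = reference blocker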
Target sequence (O43353 whole entry, looked up): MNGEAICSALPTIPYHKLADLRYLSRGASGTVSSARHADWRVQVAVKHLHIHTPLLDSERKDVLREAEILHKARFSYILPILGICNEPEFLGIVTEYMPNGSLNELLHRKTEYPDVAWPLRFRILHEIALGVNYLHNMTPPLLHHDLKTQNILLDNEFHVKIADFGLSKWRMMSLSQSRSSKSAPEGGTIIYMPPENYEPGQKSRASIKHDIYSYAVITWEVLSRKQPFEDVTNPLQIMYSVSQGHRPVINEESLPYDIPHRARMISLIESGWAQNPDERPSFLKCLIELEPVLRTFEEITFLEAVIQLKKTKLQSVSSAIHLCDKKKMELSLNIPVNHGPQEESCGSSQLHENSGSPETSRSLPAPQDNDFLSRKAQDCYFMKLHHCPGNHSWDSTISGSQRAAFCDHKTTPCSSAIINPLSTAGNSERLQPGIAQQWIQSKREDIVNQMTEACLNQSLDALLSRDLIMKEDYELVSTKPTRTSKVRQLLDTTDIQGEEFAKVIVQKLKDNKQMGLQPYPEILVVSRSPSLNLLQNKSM
Numbers without * were called inactive; / = no result given. These rows are one share of the data; the hit share may differ from the screen's.

SMILES	EBV LMP1 NFkB	TRAIL sens C8	TLR9-MyD88 block	TWEAK Fn14 block	TROY NFkB inh	LRH-1 inv ag	SRC3 inh	NCOA2 inhibitor	SRC1 inh	COUP-TFII inh	NOD2 RIPK2 PPI
CCN1CCCC1CNC(=O)C1CCN(Cc2nc(-c3cccc(Br)c3)oc2C)CC1 (centres undefined)	-16	18	6	-76	-3	14	2	/	-32	/	10
C(=N\N1CCN(C2c3ccccc3-c3ccccc32)CC1)/c1ccncc1	-12	-11	-3	6	10	-34	9	-6	-7	22	0
Cc1cccc(CN2CCN(C(=O)c3ccccc3F)CC2)c1	5	17	-5	-3	6	11	17	17	18	5	-6
CCN1CCN(Cc2c(O)ccc3c(=O)c(-c4ccc(OC)c(OC)c4)c(C)oc23)CC1	-9	-9	-1	19	-4	13	16	-18	-4	14	-1
O=C(CSc1ccc(Cl)cc1)Nc1cccc(NC(=O)c2ccco2)c1	-4	4	-2	-27	-2	2	4	-20	6	15	3
N#Cc1ccccc1S(=O)(=O)N1CCN(S(=O)(=O)c2ccc(Br)c(C(=O)O)c2)CC1	-5	-14	-7	2	0	-4	-7	-12	-8	6	1
N/C(Cc1cccc2ccccc12)=N\OC(=O)COc1ccccc1	-33	-2	3	0	-15	-13	8	7	-12	-3	1
CC(=O)Nc1ccc(S(=O)(=O)c2c(N)n(CCN3CCOCC3)c3nc4ccccc4nc23)cc1	-1	-9	1	-20	-10	13	11	17	6	1	7
CC(C)Cc1nc2sc3c(NCc4ccco4)ncnc3c2c2c1COC(C)(C)C2	-7	7	1	52*	24	16	0	9	4	15	-7
COC(=O)c1ccc(Cl)c(NC(=O)CN2CCOCC2)c1	-4	2	4	9	-12	-3	-5	-18	-13	-2	-15
O=C(CSc1ccc(-c2ccc(F)cc2)nn1)N1CCCCC1	-6	2	-4	-27	-60	-37	-20	/	-42	/	-8
CSCC(=O)N1CCCC(CNC(=O)c2ccccc2Cl)C1 (centres undefined)	7	-8	-8	1	7	-3	9	2	-37	13	-6
CCCc1nnc(SCC(=O)O)n1CC	-4	-5	4	-3	-1	3	1	-14	4	18	0
COc1ccccc1C=NN=C(NN=Cc1ccccc1OC)NN=Cc1ccccc1OC	37	69*	-6	101*	56*	38	-29	-11	-12	4	-8
COC(=O)CCC(=O)OC1(C)C(=O)C=C2C=C(C3CC3)N(Cc3ccc(OC)cc3)C=C2C1=O (centres undefined)	-6	-9	1	-9	10	-4	10	-17	2	3	0
COC(=O)C1=CN(Cc2ccc(OC)c(OC)c2)C=C(C(=O)OC)C1c1ccccc1F	7	-9	-8	-38	17	18	3	-3	10	12	-15
CCOC(=O)c1cn(CC(=O)Nc2ccc(C)cc2)nn1	-6	9	0	-7	14	10	15	3	6	-4	0
O=C(Cc1cccs1)Nc1ccc(Cl)cc1	-11	-6	7	-28	-17	-23	-6	-39	-7	-5	-8
O=C(CCC(=O)OCc1ccc([N+](=O)[O-])cc1)Nc1ccccc1Cl	-3	-1	-12	-8	3	4	-12	-27	-39	-10	6
COC(=O)C1=C(CS(=O)(=O)c2ccc(OC)cc2)NC(=O)NC1c1ccccc1 (centres undefined)	-11	-9	-10	3	-2	11	5	-7	2	9	-9
CCOc1cccc(CN2CCC(n3nccc3NC(=O)CCCc3ccccc3)CC2)c1	0	2	-4	-11	16	16	6	-6	-5	3	0
Cc1cccc(C)c1NC(=O)Cc1cccs1	-9	-7	-5	15	22	0	0	24	-8	-8	4
N#CCC(=O)Nc1ccc(C(=O)OC(C(=O)Nc2ccc([N+](=O)[O-])cc2Br)c2ccccc2)cc1 (centres undefined)	5	-10	-4	-25	9	-6	-6	4	-13	-8	-2
CCN1CCN(c2ccc(S(=O)(=O)N3CCCCC3)cc2NC(=O)c2ccc(C)o2)CC1	0	1	5	-16	0	5	2	/	1	/	2
Fc1cccc(/C=N/Nc2nccnc2Cl)c1	-2	16	-1	-7	-52	-88	-75	-62	-91	-62	-4
(next part)
SMILES	EBV LMP1 NFkB	TRAIL sens C8	TLR9-MyD88 block	TWEAK Fn14 block	TROY NFkB inh	LRH-1 inv ag	SRC3 inh	NCOA2 inhibitor	SRC1 inh	COUP-TFII inh	NOD2 RIPK2 PPI
Cc1ccc2c(c1C)OC(=O)CC2(C)C	5	12	0	-11	4	16	16	-5	-11	-12	-9
CC(=O)Nc1cccc(NC(=O)C(=O)c2cn(CC(=O)N3CCCCC3)c3ccccc23)c1	-14	9	7	5	-24	-49	-36	-49	-47	-19	3
Cc1cc2c(cc(C(=O)OC(C(=O)NCc3ccco3)C(C)C)n2C)o1 (centres undefined)	-5	-19	-2	-4	6	-4	3	-6	-5	3	-37
COc1ccc(C(=O)Nc2ccc(S(=O)(=O)N3CCCC3)cc2)c(OC)c1	1	-16	-13	8	3	15	13	-19	-13	20	-16
O=C(CNC(=O)c1ccc(Cl)cc1)N/N=C/c1cccnc1	2	-20	-9	-10	10	-13	10	-21	-6	-15	-12
COc1ccccc1-c1cc(C(=O)NCCCN2CCOCC2)no1	-9	-1	4	-9	-8	-4	-17	-15	-5	-5	2
O=C1C(=O)N(C/C=C/c2ccccc2)c2ccccc21	-1	-2	4	-50	-25	5	13	-11	-35	2	19
Cc1nc(SCCC(=O)O)c2ccccc2n1	-1	3	-3	5	-6	8	26	12	-19	23	2
Cc1[nH]c(=O)[nH]c(=O)c1CSc1nnc(CCCCCNC(=O)OC(C)(C)C)o1	3	-23	-18	6	-10	1	-20	1	-7	1	0
CCOc1ccc(NC(=O)[C@@H](NC(=O)c2ccco2)C(C)C)cc1	-5	-13	-8	26	-18	-17	-7	0	-8	0	1
COCCC1CCCCN1C(=O)c1cc(COc2cccc(C(C)=O)c2)on1 (centres undefined)	-12	2	7	5	-46	-12	-24	-35	-34	17	-12
CC1CCN(C(=O)c2cc(S(=O)(=O)N3CCOCC3)ccc2N2CCCC2)CC1	-7	-16	5	6	19	14	5	17	8	17	8
CC(=O)N1[C@H](C)C=C[C@]1(Cc1ccccc1)C(=O)NCCc1c[nH]c2ccccc12	0	-7	-18	18	5	-3	4	/	-15	/	-2
COc1ccc(C(=O)O/N=C(\N)c2ccccc2)cc1	6	85*	-9	82*	42	-109	-98	-12	-102	-46	-1
CCN(C(=O)CSc1nc2cc(C(=O)O)ccc2c(=O)n1-c1ccccc1F)C1CCS(=O)(=O)C1 (centres undefined)	3	5	-4	-20	0	18	-29	4	-8	-6	9
O=C(Nc1sc2c(c1-c1nc3ccccc3[nH]1)CCCC2)C1CC1	-49	2	-3	-8	-11	41	-20	-18	-9	4	-12
CCOC(=O)c1ccc(NC(=O)C(C)Sc2nc(O)c(-c3ccccc3)c(=O)[nH]2)cc1 (centres undefined)	-8	-6	2	9	2	2	12	-19	-10	-14	6
COc1ccc(OCCN2CCC(C(=O)NC(c3ccc(Cl)cc3)c3cccnc3)CC2)cc1 (centres undefined)	/	0	/	5	9	20	-20	-8	-25	4	0
COc1ccc(OC)c(N2C(=O)CC(Cc3cc(C)cc(C)c3)C2=O)c1 (centres undefined)	4	3	-5	12	-16	10	23	10	5	-1	-3
CC(C)CN(CCCNC(=O)CN1C(=O)CSc2ccc(S(=O)(=O)N3CCOCC3)cc21)CC(C)C	-7	-9	8	4	-7	14	13	16	13	4	1
CCCc1c(CC)c(=N)c2ccccc2n1C	4	-2	2	-23	3	8	-8	/	13	/	-2
CC(C)C[C@H](NC(=O)N1c2ccccc2NC(=O)[C@@H]1C(C)C)C(=O)N[C@@H](Cc1ccccc1)C(=O)O	-2	11	-11	8	-17	-19	14	-18	-1	8	2
Cc1cc(C)c[n+](-c2[nH]c(=O)sc2/C=N/N=C(\[O-])c2cccnc2)c1	/	8	9	-7	-10	8	-2	14	9	-3	-2
CCc1cc2c(=O)[nH]c(CC(N)=O)nc2s1	-2	-3	2	-8	1	17	5	0	-13	-8	-13
CCc1ccc(S(=O)(=O)Nc2cc3c(cc2N2CCOCC2)n(C)c(=O)c(=O)n3C)cc1	-8	1	-1	21	-14	-1	-4	-12	-6	-9	-8
Next section
SMILES	EBV LMP1 NFkB	TRAIL sens C8	TLR9-MyD88 block	TWEAK Fn14 block	TROY NFkB inh	LRH-1 inv ag	SRC3 inh	NCOA2 inhibitor	SRC1 inh	COUP-TFII inh	NOD2 RIPK2 PPI
Cc1ccc(S(=O)(=O)/N=C(\N)c2ccc(F)cc2)cc1	-3	-6	-3	2	20	1	-4	34	3	-8	-3
O=C(O/N=C1\CCCc2ccccc21)c1ccc(F)cc1	-5	-2	-5	-11	-35	-1	5	-33	5	-8	5
COc1ccc(C(CNC(=O)c2ccc(S(=O)(=O)Nc3ccccc3C)cc2)N2CCOCC2)cc1 (centres undefined)	6	-22	-4	0	-35	5	9	4	-4	-8	2
COc1ccccc1NC(=O)c1ccccc1NC(=O)c1ccccc1C(=O)O	2	-7	-3	10	-5	-4	-16	-1	-9	-2	-9
Cc1cccc(CCNC(=O)CCCOc2cc(=O)n(C)c3ccccc23)c1	8	-9	2	-18	-15	10	-12	-8	-18	-10	-6
CC1CC(C)CN(C(=O)COC(=O)c2ccc(N3CCCC3=O)cc2)C1 (centres undefined)	2	-4	3	3	-6	0	12	0	-4	-15	8
COc1ccc(/C=N/Nc2nccnc2Cl)cc1	32	46	2	60*	22	-133	-47	-51	-67	-55	2
COc1cccc(Nc2ncccc2C(=O)O)c1	-10	23	-4	-18	-62	-48	-27	-28	-23	-13	-15
CSc1nsc(SC)c1NC(=O)OCCc1ccccn1	3	-5	-7	7	-9	-3	-25	15	15	3	-2
COc1ccc2oc(C(=O)OC/C(O)=C(\C#N)c3nc4ccccc4[nH]3)c(C)c2c1	6	6	-1	-19	-13	14	5	-7	-9	-24	-9
CCOC(=O)c1cc(-c2ccccc2)n(CCC(=O)N2CCN(c3ccc(OC)cc3)CC2)c1C	-15	-8	8	-3	10	-5	-19	-2	-7	24	-4
CCOC(=O)N1CCN(C(=O)Cc2ccc(-n3c(=S)[nH]c4ccccc4c3=O)cc2)CC1	-7	-7	-6	18	2	-3	24	/	-9	/	-9
CCn1cc(Br)c(C(=O)Nc2ccc(Cl)cc2Cl)n1	-8	-5	-9	-15	-39	-37	-10	-22	-26	-15	3
CCS(=O)(=O)Nc1cccc(-c2nc3cccnc3s2)c1C	-11	-1	0	1	-40	-73	-13	-11	-11	-2	-14
c1ccc(Cn2nnc3c(N4CCN(Cc5ccc6c(c5)OCO6)CC4)ncnc32)cc1	1	8	6	33	23	16	4	-2	3	35	-11
CSCC[C@H](NC(=O)[C@@H]1CSC2c3ccccc3C(=O)N21)C(=O)N1CCC[C@H]1CO (some centres undefined)	-18	-6	6	-22	2	2	17	3	11	20	2
COc1ccc(C(=O)CCN2CCCC(C)C2)cc1 (centres undefined)	4	-13	0	-9	1	5	3	-14	11	19	4
